XBP1 UPR activ: activators of adaptive XBP1 UPR arm, primary screen, cell-based, CHO-XBP1 luciferase reporter, luminescence, uHTS | IRE1-XBP1 UPR activation; percent of tunicamycin response, DMSO as zero | activation, % at 20 µM | actives 0.33% (n = 330,000) | AID 463104, 2010;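 active = versus positive control, 20 µM dose yields 30% or more activation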;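 also: 100% = tunicamycin at 10 µg/mL and 0% = DMSO only wells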
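assay system = CHO-XBP1 luciferase reporter cells | amount = 1000 cells/well | buffer or medium = F12 plus 10% FBS | compound dosing = single point, 20 µM final compound, 1% DMSO | incubation = 16-18 h cell attachment at 37 °C, then 6 h compound exposure | detection = Steady-Glo luminescence read | controls = tunicamycin 10 µg/mL and vehicle-only wells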
tim23-1 inh: growth inhibitors of tim23-1 mutant yeast, primary screen, luminescence, uHTS | S. cerevisiae tim23-1 growth, BacTiter-Glo luminescence, 24 h | inhibition, % at 20 µM | actives 1.3% (n = 330,000);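 active = growth inhibition of the mutant yeast at or above 50%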;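 also: temperature-sensitive mutant grown at 25 °C; plate controls were DMSO-treated mutant yeast for no effect and medium wells lacking yeast for full effect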
APJ ag: agonists of human apelin receptor APJ, primary screen, CHO-K1 cells, PathHunter beta-arrestin, luminescence; P35414; 0% DMSO wells, 100% apelin; activation, % at 20 µM; actives 0.11% (n = 330,000);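 active = activation more than six SD over the plate average, tested at 20 µM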;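 also: 0% = DMSO alone and 100% = apelin-13 at 10 nM; some results filed as inactive read as strong as hits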
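Assay system: CHO-K1 cells stably expressing ProLink-tagged human APJ and arrestin–beta-gal acceptor. Compound dosing: 20 µM single point, 1% DMSO. Times: 16-18 h seeding, 90 min dark compound exposure, 60 min detection. Detection: beta-gal luminescence. Evaluation: APJ–arrestin association signal. Controls: negative DMSO alone, positive Apelin-13 at 10 nM.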
Jurkat NFkB inh: inhibitors of induced NF-kB luciferase reporter, primary screen, TCR NF-kB activation inhibitor project, cell-based, luminescence, uHTS. Jurkat, PMA/ionomycin-induced NF-kB luciferase reporter. inhibition, % at 4 µM. actives 0.53% (n = 330,000). AID 435003, 2010; in the data active = inhibition above about 50%
Mdm2-MdmX inh: inhibitors of human Mdm2-MdmX association, primary screen, cell-based, luminescence, split luciferase, SaOS-2, uHTS | Protein Mdm4 (Homo sapiens) + E3 ubiquitin-protein ligase Mdm2 (Homo sapiens), … | SaOS-2 split-luciferase Mdm2/MdmX complementation | inhibition, % at 8 µM | actives 3% (n = 330,000);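 active = inhibition of at least 50% at 8 µM in the primary screen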
Target sequence (O15151 whole entry, looked up): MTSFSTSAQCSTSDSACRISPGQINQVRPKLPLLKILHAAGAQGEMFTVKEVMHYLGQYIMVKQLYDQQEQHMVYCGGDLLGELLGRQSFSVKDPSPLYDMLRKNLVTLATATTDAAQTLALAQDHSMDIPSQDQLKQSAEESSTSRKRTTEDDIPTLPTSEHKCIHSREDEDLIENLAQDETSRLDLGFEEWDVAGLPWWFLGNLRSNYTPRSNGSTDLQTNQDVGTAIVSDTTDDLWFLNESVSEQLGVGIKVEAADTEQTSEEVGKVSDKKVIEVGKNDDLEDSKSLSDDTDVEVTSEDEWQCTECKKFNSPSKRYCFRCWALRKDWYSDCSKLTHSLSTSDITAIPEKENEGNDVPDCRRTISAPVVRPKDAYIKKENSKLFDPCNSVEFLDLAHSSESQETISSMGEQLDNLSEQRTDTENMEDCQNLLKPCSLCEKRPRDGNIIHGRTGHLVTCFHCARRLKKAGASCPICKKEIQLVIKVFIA
Target sequence (Q00987 whole entry, looked up): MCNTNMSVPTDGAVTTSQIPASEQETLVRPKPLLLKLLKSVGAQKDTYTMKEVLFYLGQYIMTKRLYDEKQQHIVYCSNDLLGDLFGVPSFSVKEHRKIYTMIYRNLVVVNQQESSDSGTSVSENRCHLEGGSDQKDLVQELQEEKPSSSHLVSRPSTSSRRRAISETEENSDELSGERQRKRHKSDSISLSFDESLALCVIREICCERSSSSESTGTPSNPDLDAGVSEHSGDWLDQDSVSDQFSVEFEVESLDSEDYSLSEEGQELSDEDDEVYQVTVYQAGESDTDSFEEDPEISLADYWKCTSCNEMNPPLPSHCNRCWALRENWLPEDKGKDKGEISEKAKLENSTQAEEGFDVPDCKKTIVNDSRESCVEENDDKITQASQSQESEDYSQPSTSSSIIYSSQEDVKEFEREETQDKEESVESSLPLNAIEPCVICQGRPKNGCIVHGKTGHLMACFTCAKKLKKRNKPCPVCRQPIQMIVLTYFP
UPR CHOP act: activators of apoptotic CHOP UPR arm, primary screen, cell-based, CHO-CHOP luciferase reporter, luminescence, uHTS | UPR activation; percent of tunicamycin response over DMSO baseline | activation, % at 10 µM | actives 0.34% (n = 330,000) | AID 449763, 2010;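 active = at 10 µM dose, activation of 40% or more, normalized to positive control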;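 also: 100% = tunicamycin at 10 µg/mL and 0% = DMSO alone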
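Material: CHO-CHOP cells, stable luciferase reporter of PERK-eIF2a-CHOP signalling; quantity: 500 reporter cells seeded per well; buffer or medium: F12 medium containing 10% fetal bovine serum; compound: one dose, 10 µM in 0.5% DMSO; incubation: 6 h compound treatment, 37 °C; measured by: Steady-Glo luciferase luminescence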
APJ antag: antagonists of human apelin receptor APJ, primary screen, CHO-K1 cells, beta-arrestin complementation, luminescence; P35414; inhibition, % at 20 µM; actives 0.32% (n = 330,000); AID 2521, 2010;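 active = inhibition above about 40% at 20 µM, limit read from the data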;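 also: cells challenged with 10 nM apelin-13 agonist together with compound; plate controls were apelin-13 plus DMSO wells for no effect and DMSO wells lacking apelin-13 for full effect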
697 NFkB inh: inhibitors of PMA/ionomycin-induced NF-kB reporter, 697 cells, primary screen, B-cell NF-kB inhibitor project, cell-based, luminescence, uHTS | inhibition, % at 4 µM | actives 0.33% (n = 330,000) | 697 B-cell NF-kB luciferase reporter, 16 h; in the data active = inhibition above about 35%
Starred values were filed as active, the others as inactive.

`Cc1ccn(C(=O)c2cc3cc(Cl)ccc3oc2=O)n1` gave XBP1 UPR activ -1, tim23-1 inh 5, APJ ag -5, Jurkat NFkB inh 2, Mdm2-MdmX inh 18, UPR CHOP act -0.8, APJ antag -24 and 697 NFkB inh 15.
`CCO[C@@H]1OC(C(=O)NCc2ccccc2)=C[C@H](c2csc3ccccc23)[C@H]1CCCO` gave XBP1 UPR activ -4, tim23-1 inh 26, APJ ag 2, Jurkat NFkB inh 0, Mdm2-MdmX inh 24, UPR CHOP act -1.5, APJ antag -1 and 697 NFkB inh -2.
Screening Cc1c(Cc2ccccc2)c(=O)oc2cc(OC(C)C(=O)NCC3CCC(C(=O)O)CC3)c(Cl)cc12 (configuration not stated) returned XBP1 UPR activ 0, tim23-1 inh 13, APJ ag -5, Jurkat NFkB inh 3, Mdm2-MdmX inh -27, UPR CHOP act -3.7, APJ antag -32 and 697 NFkB inh 16.
CCCN(CCC)C(=O)c1c(NC(=O)CC)sc2c1CCCCC2 was read as XBP1 UPR activ 4, tim23-1 inh 40, APJ ag -19, Jurkat NFkB inh 4, Mdm2-MdmX inh -25, UPR CHOP act 1.5, APJ antag 3 and 697 NFkB inh -26.
Screening N#CC1(NC(=O)COC(=O)c2nccnc2N)CCCCC1 returned XBP1 UPR activ -4, tim23-1 inh -1, APJ ag -2, Jurkat NFkB inh 13, Mdm2-MdmX inh 11, UPR CHOP act -1.3, APJ antag 16 and 697 NFkB inh 7.
For CC(C)CCNc1nc(N)c([N+](=O)[O-])c(NC2CCCCC2)n1 the results were XBP1 UPR activ 9, tim23-1 inh -1, APJ ag -2, Jurkat NFkB inh 10, Mdm2-MdmX inh 2, UPR CHOP act 0.7, APJ antag 9 and 697 NFkB inh -30.
For COc1ccc(Oc2cn[nH]c2-c2ccc(O)cc2O)cc1 the results were XBP1 UPR activ 2, tim23-1 inh 19, APJ ag -1, Jurkat NFkB inh 11, Mdm2-MdmX inh 1, UPR CHOP act -2.7, APJ antag -10 and 697 NFkB inh -9.
For CN(C(=O)c1ccc(NC(=O)Cc2ccc([N+](=O)[O-])cc2)cc1)C1CC1 the results were XBP1 UPR activ -1, tim23-1 inh 17, APJ ag -2, Jurkat NFkB inh 4, Mdm2-MdmX inh 3, UPR CHOP act -0.5, APJ antag 3 and 697 NFkB inh 6.
CCN1CCN(c2nc(-c3ccncc3)nc3ccccc23)CC1 was read as XBP1 UPR activ -3, tim23-1 inh 10, APJ ag 0, Jurkat NFkB inh -5, Mdm2-MdmX inh -1, UPR CHOP act 0.3, APJ antag 12 and 697 NFkB inh -1.
CC(=O)c1cccc(CN2CCCCC2C(=O)Nc2ccc(Oc3ccccc3)nc2)c1 (configuration not stated) was read as XBP1 UPR activ -7, tim23-1 inh 21, APJ ag 8, Jurkat NFkB inh 10, Mdm2-MdmX inh -32, UPR CHOP act 0.1, APJ antag 3 and 697 NFkB inh 17.
`COc1ccc(-n2cnnc2SCC(=O)Nc2cc(C)on2)cc1` gave XBP1 UPR activ -3, tim23-1 inh 16, APJ ag 1, Jurkat NFkB inh -33, Mdm2-MdmX inh -31, UPR CHOP act 2.3, APJ antag -16 and 697 NFkB inh -58.
Screening C=CCCC(=O)Nc1nc(C)c(-c2csc(Nc3ccc(Cl)cc3Cl)n2)s1 returned XBP1 UPR activ 1, tim23-1 inh 23, APJ ag -6, Jurkat NFkB inh 2, Mdm2-MdmX inh 54*, UPR CHOP act 3.4, APJ antag 12 and 697 NFkB inh -12.
COc1cc(NS(=O)(=O)c2ccc(NC(=O)C34CC5CC(CC(C5)C3)C4)cc2)ncn1 was read as XBP1 UPR activ -3, tim23-1 inh -5, APJ ag -2, Jurkat NFkB inh 7, Mdm2-MdmX inh 27, UPR CHOP act -1.6, APJ antag 21 and 697 NFkB inh 12.
CN(C)CCCOc1nc2c(c(=O)n(C)c(=O)n2C)n1C was read as XBP1 UPR activ -1, tim23-1 inh 2, APJ ag -4, Jurkat NFkB inh -1, Mdm2-MdmX inh 23, UPR CHOP act 0.7, APJ antag 15 and 697 NFkB inh 6.
Screening O=C(Nc1ccc(Cl)cn1)c1ccccc1F returned XBP1 UPR activ -1, tim23-1 inh 11, APJ ag -1, Jurkat NFkB inh -65, Mdm2-MdmX inh -62, UPR CHOP act 1.6, APJ antag -6 and 697 NFkB inh -162.
Screening O=C(C[n+]1ccccc1)N/N=C/c1cccc(Cl)c1Cl returned XBP1 UPR activ 0, tim23-1 inh 15, APJ ag -4, Jurkat NFkB inh 7, Mdm2-MdmX inh 15, UPR CHOP act 0.4, APJ antag 11 and 697 NFkB inh 19.
`CC(=O)N1CC(=O)N(CC(=O)Nc2ccc(Br)cc2)C1=S` gave XBP1 UPR activ 2, tim23-1 inh 10, APJ ag -2, Jurkat NFkB inh -5, Mdm2-MdmX inh 1, UPR CHOP act 0.0, APJ antag 7 and 697 NFkB inh 9.
COc1ccc(-c2cc(Cl)cc3c(=O)c4ccccc4n(C)c23)cc1F was read as XBP1 UPR activ -2, tim23-1 inh 6, APJ ag 7, Jurkat NFkB inh -1, Mdm2-MdmX inh 13, UPR CHOP act -0.4, APJ antag 3 and 697 NFkB inh -5.
O=C1CS(=O)CN1c1ccc(Oc2ccccc2)cc1 (configuration not stated) was read as XBP1 UPR activ 1, tim23-1 inh -4, APJ ag -2, Jurkat NFkB inh 13, Mdm2-MdmX inh -36, UPR CHOP act -0.6, APJ antag 19 and 697 NFkB inh 1.
For CC(C)C(=O)NC(=S)N(Cc1ccccc1)Cc1ccccc1 the results were XBP1 UPR activ -2, tim23-1 inh 22, APJ ag -4, Jurkat NFkB inh 13, Mdm2-MdmX inh -16, UPR CHOP act 0.8, APJ antag 18 and 697 NFkB inh -16.
`CCOC(=O)C1=C(C)NC(=O)NC1c1cc(C)sc1C` (configuration not stated) gave XBP1 UPR activ 0, tim23-1 inh 18, APJ ag -1, Jurkat NFkB inh -5, Mdm2-MdmX inh 17, UPR CHOP act 0.4, APJ antag 22 and 697 NFkB inh 25.
For COCCCNC(=S)N(Cc1cccnc1)Cc1ccc(OC)c(OC)c1 the results were XBP1 UPR activ 2, tim23-1 inh 4, APJ ag -3, Jurkat NFkB inh 14, Mdm2-MdmX inh 11, UPR CHOP act -0.8, APJ antag 4 and 697 NFkB inh 25.
`COCCn1c(=NC(=O)c2ccc(S(=O)(=O)N3CCc4ccccc4C3)cc2)sc2cc(OC)ccc21` gave XBP1 UPR activ -1, tim23-1 inh -5, APJ ag 3, Jurkat NFkB inh 3, Mdm2-MdmX inh 69*, UPR CHOP act -1.9, APJ antag -8 and 697 NFkB inh 4.
For Cc1cccc(N2CCN(C3=NC(=O)C(Cc4ccccc4)S3)CC2)c1 (configuration not stated) the results were XBP1 UPR activ -2, tim23-1 inh 37, APJ ag -3, Jurkat NFkB inh 8, Mdm2-MdmX inh 1, UPR CHOP act -0.7, APJ antag -8 and 697 NFkB inh -10.
`CCCCC(=O)Nc1ccc(N2CCN(C(=O)CC)CC2)cc1` gave XBP1 UPR activ -2, tim23-1 inh 19, APJ ag 2, Jurkat NFkB inh -6, Mdm2-MdmX inh -25, UPR CHOP act 0.3, APJ antag 10 and 697 NFkB inh 4.
`CCOC(=O)c1c(CSc2ccc(CC)cc2)oc2ccc(O)c(CN(C)C)c12` gave XBP1 UPR activ 25, tim23-1 inh 24, APJ ag 2, Jurkat NFkB inh 50, Mdm2-MdmX inh 86*, UPR CHOP act 1.4, APJ antag -8 and 697 NFkB inh -50.
Screening COc1cc(CNn2c(C)n[nH]c2=S)cc(Br)c1OCC(=O)NC(C)(C)C returned XBP1 UPR activ 0, tim23-1 inh 14, APJ ag 1, Jurkat NFkB inh -19, Mdm2-MdmX inh 0, UPR CHOP act 1.5, APJ antag 4 and 697 NFkB inh -10.
For C[C@H](NC(=O)[C@@H]1Cc2ccccc2CN1C(=O)OC(C)(C)C)C(=O)NC1CCCCC1 the results were XBP1 UPR activ -4, tim23-1 inh 23, APJ ag -1, Jurkat NFkB inh 4, Mdm2-MdmX inh -18, UPR CHOP act 2.3, APJ antag -2 and 697 NFkB inh 7.
`Brc1cccc(-c2cnco2)c1` gave XBP1 UPR activ -2, tim23-1 inh 21, APJ ag -1, Jurkat NFkB inh -7, Mdm2-MdmX inh 11, UPR CHOP act -0.8, APJ antag -15 and 697 NFkB inh 7.
Oc1cccc(Oc2ncc(C(F)(F)F)cc2Cl)c1 was read as XBP1 UPR activ 1, tim23-1 inh 13, APJ ag -2, Jurkat NFkB inh 4, Mdm2-MdmX inh -3, UPR CHOP act -1.1, APJ antag 0 and 697 NFkB inh -5.

Sorted by number of heavy atoms (falling): some entries from above.
`COCCn1c(=NC(=O)c2ccc(S(=O)(=O)N3CCc4ccccc4C3)cc2)sc2cc(OC)ccc21` gave XBP1 UPR activ -1, tim23-1 inh -5, APJ ag 3, Jurkat NFkB inh 3, Mdm2-MdmX inh 69*, UPR CHOP act -1.9, APJ antag -8 and 697 NFkB inh 4.
Screening COc1cc(CNn2c(C)n[nH]c2=S)cc(Br)c1OCC(=O)NC(C)(C)C returned XBP1 UPR activ 0, tim23-1 inh 14, APJ ag 1, Jurkat NFkB inh -19, Mdm2-MdmX inh 0, UPR CHOP act 1.5, APJ antag 4 and 697 NFkB inh -10.
Oc1cccc(Oc2ncc(C(F)(F)F)cc2Cl)c1 was read as XBP1 UPR activ 1, tim23-1 inh 13, APJ ag -2, Jurkat NFkB inh 4, Mdm2-MdmX inh -3, UPR CHOP act -1.1, APJ antag 0 and 697 NFkB inh -5.

Further entries
For COc1ccc(C)cc1NC(=O)COC(=O)c1ccc([N+](=O)[O-])o1 the results were XBP1 UPR activ -2, tim23-1 inh 45, APJ ag 5, Jurkat NFkB inh -5, Mdm2-MdmX inh -20, UPR CHOP act -2.4, APJ antag -32 and 697 NFkB inh 11.
C[C@H]1CN([C@@H](C)CO)C(=O)c2cc(NC(=O)c3ccncc3)ccc2O[C@H]1CN(C)Cc1ccc(C(=O)O)cc1 was read as XBP1 UPR activ 1, tim23-1 inh 10, APJ ag -1, Jurkat NFkB inh 13, Mdm2-MdmX inh 16, UPR CHOP act 0.5, APJ antag 16 and 697 NFkB inh 3.
For O=C1COc2ccc(C(=O)CSc3nnc(NCc4ccccc4)s3)cc2N1 the results were XBP1 UPR activ -3, tim23-1 inh -24, APJ ag 0, Jurkat NFkB inh 12, Mdm2-MdmX inh -25, UPR CHOP act 2.0, APJ antag -11 and 697 NFkB inh 7.
`COc1ccccc1C(=O)N/N=C/c1c[nH]c2ccccc12` gave XBP1 UPR activ 2, tim23-1 inh 12, APJ ag -2, Jurkat NFkB inh -14, Mdm2-MdmX inh -16, UPR CHOP act 1.8, APJ antag 8 and 697 NFkB inh 7.
Screening Cc1ccc(C)c(OCCCC(=O)Nc2ccccc2C(N)=O)c1 returned XBP1 UPR activ 2, tim23-1 inh 17, APJ ag -2, Jurkat NFkB inh 0, Mdm2-MdmX inh -1, UPR CHOP act 1.3, APJ antag 6 and 697 NFkB inh -15.
